ALOX12 inh = blocks human arachidonate 12S-lipoxygenase; purified 12hLO, xylenol orange hydroperoxide absorbance; Potency, µM (titrated, usually from 108 µM), inactives show top-dose activity change, negative = inhibition, usual class: inhibitors; hit rate 1.1% among 580,000; AID 1671190; also: potency is read from the fitted curve at half-maximal effect; % is scaled to controls: 0 for no effect and ±100 for the full control effect
Target sequence (P18054 whole entry, looked up): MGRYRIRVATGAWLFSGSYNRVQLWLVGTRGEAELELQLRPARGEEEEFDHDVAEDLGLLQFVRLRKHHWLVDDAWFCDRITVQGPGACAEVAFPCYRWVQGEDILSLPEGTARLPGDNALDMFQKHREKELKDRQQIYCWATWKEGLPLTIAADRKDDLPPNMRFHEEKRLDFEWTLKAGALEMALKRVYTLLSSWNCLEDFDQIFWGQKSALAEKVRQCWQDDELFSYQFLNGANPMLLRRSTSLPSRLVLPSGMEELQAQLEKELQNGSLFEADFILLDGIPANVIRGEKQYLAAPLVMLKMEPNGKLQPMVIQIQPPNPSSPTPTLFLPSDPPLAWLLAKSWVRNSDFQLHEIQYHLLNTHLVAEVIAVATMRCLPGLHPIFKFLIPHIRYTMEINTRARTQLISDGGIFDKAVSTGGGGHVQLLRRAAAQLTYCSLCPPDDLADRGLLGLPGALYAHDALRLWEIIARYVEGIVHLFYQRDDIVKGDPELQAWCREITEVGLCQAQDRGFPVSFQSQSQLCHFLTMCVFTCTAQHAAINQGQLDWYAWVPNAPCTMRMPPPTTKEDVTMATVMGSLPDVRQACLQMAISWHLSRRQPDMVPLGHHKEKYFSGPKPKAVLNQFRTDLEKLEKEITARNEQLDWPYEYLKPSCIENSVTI
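Purified human 12hLO (150 nM final) in 25 mM Hepes, 0.01% Triton X-100, pH 7.0 was preincubated 15 min at room temperature with compound. Then 40 uM arachidonic acid was added, 30 min. Hydroperoxide was read by Fe-XO absorbance ratio 573/405 nm.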
RGS4 inh = human RGS4 inhibition | P49798 | Transcreener GDP fluorescence polarization, RGS4-accelerated GTP hydrolysis | Potency, µM (highest dose often 114 µM), for the others: top-dose activity change, negative = inhibition, actives largely listed as inhibitors | hit rate 0.039% among 390,000 | AID 504845; also: potency is read from the fitted curve at half-maximal effect; % is scaled to controls: 0 for no effect and ±100 for the full control effect; nearly all actives have a fitted effect of over 75% in size; some results filed as inactive show a strong effect at the top dose
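MLSMR compounds (23 nl, pin-transferred) preincubated 10 min at room temperature with a 500nM (2x) first reagent, then RGS4 at 900nM (2x) plus Transcreener GDP mix added; fluorescence polarization (620/688 nm) read before and after 90 min at 30 °C.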
Vif-A3F inh = blocks the Vif interaction with APOBEC3F; hit rate 0.2% among 390,000; HeLa A3F-eYFP + Vif (tagged APOBEC3F with the HIV-1 protein that degrades it), YFP fluorescence increase; Potency, µM (highest dose often 46.1 µM), for inactives: at the top dose activity, negative = active; AID 602313; also: potency is read from the fitted curve at half-maximal effect; % of control where 0% means no effect; nearly all actives have a fitted effect of over 65% in size
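Fluorescence increase (Ex 488/Em 500-530) after overnight compound treatment at 37 deg C flags inhibition of Vif-driven A3F-eYFP loss in stable HeLa A3F-eYFP/Vif cells seeded overnight beforehand.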
D2 agonist = activates the human D2 dopamine receptor. P14416. HEK293 T-REx D2 cells, calcium flux agonist mode. activation, % at 2 µM. hit rate 0.53% among 340,000. AID 485358;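 active = activation over 3 SD above normal in the single-dose calcium agonist read, cut at about 30% in these data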; also: 0% is about no effect
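In this primary screen, compounds producing a positive calcium signal within 180 s of addition to tetracycline-induced, force-coupled HEK293 Trex D2 cells are flagged; cells are dye-loaded with a no-wash calcium kit beforehand.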
ERG Ets-DNA blk = blocks human ERG Ets domain binding to DNA. P11308. fluorescence polarization, His-ERG Ets domain / labelled DNA. Potency, µM (series often up to 76.9 µM), for inactives: at the top dose FP activity, negative = inhibition, most hits filed as inhibitors. hit rate 0.028% among 370,000; active = well fitted inhibition curve with a large enough effect in the polarisation, with a control signal flat; inconclusive = small, poorly fitted or top-dose-only effect, or effect the other way, or a change in a side signal; inactive = no such curve, though single readings can be large or run the other way; the % refers to the polarisation;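 also: polarization taken with two DNA probes labelled with fluorescein and Texas red; potency is read from the fitted curve at half-maximal effect; % of control where 0% means no effect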
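His-tagged ERG Ets domain (1 uM in the protein solution; 300mM KCl, 50mM Tris-HCl, 1mM EDTA, 1mM DTT, pH 7.5) received compound, then a probe mix of 5 nM fluorescein-DNA and 100nM Texas-615-DNA. Fluorescence polarization was read for both dyes.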
D2 antag = D2 dopamine receptor (human) antagonism; HEK293 TREx D2 cells, calcium flux, dopamine EC80; P14416; inhibition, % at 10 µM; hit rate 2% among 340,000; AID 485344; in the data active = inhibition above about 30%; also: 0% is about no effect
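Antagonism is scored as inhibition of an EC80 dopamine-evoked calcium signal in a force-coupled, tetracycline-inducible HEK293 T-REx D2 line, with compound present 180 s before agonist.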
LDHA inh = inhibitors of human lactate dehydrogenase A. P00338. purified LDHA, NADH/diaphorase-resazurin fluorescence; hits give low values. activity change, % (values are at about 110 or 230 µM). hit rate 0.15% among 480,000. AID 1347041; in the data active = activity change below about -30%; inconclusive = mostly about -25% to -30%;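 also: plate controls were DMSO wells for no effect and wells without enzyme for full effect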
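Remaining NADH was detected by diaphorase (0.133 mg/mL) converting 37 µM resazurin to fluorescent resorufin, read at 0 and 20 minutes. The preceding 5-minute room-temperature reaction used 2 nM LDHA, 0.2 mM sodium pyruvate and 0.06 mM NADH at pH 7.4.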
Glioma ERSR ind = inducers of ER stress response in human glioma cells; Potency, µM, without a hit: top-dose activation, usual class: activators; AID 602332; hit rate 0.02% among 420,000; U87-MG GRP78 promoter luciferase reporter, 16 h; also: potency is read from the fitted curve at half-maximal effect; series mostly up to about 76 µM; % of control where 0% means no effect; nearly all actives have a fitted effect of over 35% in size
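ERSR induction read as luciferase luminescence (Bright-Glo, 10 min at room temperature) in stably transfected human U87-MG glioma cells exposed to compounds for 16 h, using GRP78 as sensor.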
Vif-APOBEC3G blk = Vif-A3G binding inhibition; HeLa A3G-eYFP + Vif (tagged APOBEC3G with the HIV-1 protein that degrades it), YFP fluorescence, overnight; Potency, µM (series often up to 46.1 µM), inactives show at the top dose activity, negative = active, actives largely listed as inhibitors; hit rate 0.076% among 410,000; AID 602310;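 also: potency is read from the fitted curve at half-maximal effect; % is scaled to controls: 0 for no effect and ±100 for the full control effect; nearly all actives have a fitted effect of over 60% in size; hits raise eYFP signal because A3G escapes Vif-driven loss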
Target sequence (Q9HC16 whole entry, looked up): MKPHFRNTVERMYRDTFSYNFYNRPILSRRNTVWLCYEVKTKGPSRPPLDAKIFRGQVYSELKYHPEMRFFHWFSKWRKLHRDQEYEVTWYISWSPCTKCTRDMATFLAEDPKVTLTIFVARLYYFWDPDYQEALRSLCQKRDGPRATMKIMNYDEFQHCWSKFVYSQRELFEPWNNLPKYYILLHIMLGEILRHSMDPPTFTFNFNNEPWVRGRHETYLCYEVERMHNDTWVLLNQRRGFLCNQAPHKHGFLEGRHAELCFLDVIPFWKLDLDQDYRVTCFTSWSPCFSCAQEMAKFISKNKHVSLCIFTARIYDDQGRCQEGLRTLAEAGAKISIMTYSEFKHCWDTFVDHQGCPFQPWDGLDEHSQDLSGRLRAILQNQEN
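HeLa cells stably expressing Vif and C-terminally eYFP-tagged A3G, seeded overnight at 37 deg C, then exposed to compound by pintool overnight at 37 deg C. Rise in yellow fluorescence (Ex 488/Em 500-530, Acumen) marks blocked Vif-driven A3G degradation.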
* = called active by the depositor; ? = inconclusive; nt = no result given; & = joins results of further samples; [ ] = dose if it differs, or a comment. Unless noted, calls follow the shape of the dose curve; as a rule, active = well fitted curve in the direction sought with a large enough effect; inconclusive = small, poorly fitted or top-dose-only effect, or another doubt; inactive = no such curve, though single readings can be large; an effect the other way counts as inactive or inconclusive. Some of the compounds tested (hit frequency here may not be typical).

SMILES	ALOX12 inh	RGS4 inh	Vif-A3F inh	D2 agonist	ERG Ets-DNA blk	D2 antag	LDHA inh	Glioma ERSR ind	Vif-APOBEC3G blk
CCOC(=O)c1c(-c2ccc(OC)cc2)oc2ccc(OC(=O)N(C)C)cc12	9%	-9%	nt	-1.6	1%	-33	5	-5%	-2%
O=P(Nc1ccccc1)(Oc1ccccc1)Oc1ccccc1	2%	-26%	-1%	0.1	-3%	-12	1	-2%	-3%
COc1cccc(CN2CCCCC2c2cccnc2)c1 (stereo not drawn)	-26%[57.4 µM]	-1%	-16%	0.2	nt	15	-3	-3%	1%
O=C(O)c1nn(Cc2ccc(Cl)cc2Cl)c2ccccc12	?	-14%[56.9 µM]	3%	3.8	9%	-12	1&-5	-5%&-2%&-5%&-6%&0%	-1%&-3%
O=C(Nc1ccc2c(c1)OCO2)c1cn(Cc2ccc(F)cc2)nn1	-3%	27%	1%	-0.5	1%	-14	7	-2%	0%
CC(=O)N1CCN(c2ccc([N+](=O)[O-])cc2C=C2C(=O)NC(=O)NC2=O)CC1	-12%	19%	-1%	-0.9	-2%	4	-3	-2%	-4%
C=CCc1cc(OC)c2c(c1)OCO2	-15%	15%	-3%	-0.1	-6%	-1	-7	-3%	-2%
CCOc1ccc(C(=O)OC2CC3CCC(C2)N3C)cc1 (stereo not drawn)	-15%	2%	10%	0.5	-2%	1	-18	6%	-1%
O=c1[nH]c(=O)n(Cc2ccco2)c(O)c1C=NCc1ccc2c(c1)OCO2	?	-17%	-2%	-0.8	11%	-14	2	-2%	0%
COC(=O)C1=C(c2cccc(C#N)c2)C[C@@H]2CC[C@H]1N2C(=O)NCCOc1ccccc1Cl	1%	-5%	-3%	-1.1	-3%	3	2	4%	1%
CCCN1CCC(NC2CCC(O)CC2)CC1 (stereo not drawn)	38%[activator]	-4%	0%	nt	12%	nt	-3	-5%	1%
Nc1c2c(nc3sc4c(c13)CCCC4)CCCCC2	0%	17%	nt	0.4	3%	16	-15	-9%	-2%
CCC(c1nnnn1-c1ccc(OC)cc1)N1CCC2(CC1)C(=O)NCN2c1ccccc1 (stereo not drawn)	-8%	nt	nt	nt	nt	nt	-10	1%	-6%
CC1CN(CCc2ccccc2)CC(C)O1 (stereo not drawn)	-5%	29%	-8%	-0.7	nt	-7	-4	-2%	0%
O=C(NC1C(=O)NNC1c1ccc(Cl)cc1)c1ccc(F)cc1 (stereo not drawn)	29%	?	1%	-1.8	-7%	-3	4	0%	0%
c1ccc(Cn2ccnc2)cc1	10%	-26%	4%	1.6	15%	13	-4	-2%	4%
COc1cc(C(O)CN)ccc1O (stereo not drawn)	1%&-17%	-7%[56.9 µM]	3%	-0.3	-13%	-17	3	-4%&-2%	1%
CCCC(=O)Nc1ccc(N2CCN(CC)CC2)c(Cl)c1	-22%	8%[11.4 µM]	-12%	0.9	-2%	14	-3	0%	-1%
COc1cccc(C2(O)CCSCC2CN(C)C)c1 (stereo not drawn)	2%	4%	0%	-0.9	-2%	8	-1	-1%	5%
N#CCCn1cc(C(=O)Nc2ccc([N+](=O)[O-])cc2)c(-c2ccccc2)n1	-2%	13%	-1%	1.5	-15%	-1	-7	-1%	-5%
COc1ccccc1CCNCc1ccc(OC)c(OC)c1OC	-27%	7%	-5%	0.0	8%	-9	-18	-1%	0%
COc1cc(C2c3cc4c(c(O)c3CC3COC(=O)C32)OCO4)cc(OC)c1O (stereo not drawn)	?	13%	nt	nt	nt	nt	11	-6%	-53%
O=c1[nH]c(O)c(N=Nc2cc(C(F)(F)F)ccc2Cl)c(=O)[nH]1	-29%	-5%	1%	1.2	13%	13	0	-3%	5%
O=C1c2ccccc2C(=O)N1Cc1nc2ccccc2c(=O)n1-c1cccnc1	3%	-4%	-4%	-0.9	3%	3	-4	-4%	0%
CC1=NN(c2ccccc2)C(=O)/C1=C/c1c(O)[nH]c(=O)[nH]c1=O	?	-16%	-3%	2.2	0%	4	-8	-3%	3%

Part of the list above, in markdown:
| Molecule | ALOX12 inh | RGS4 inh | Vif-A3F inh | D2 agonist | ERG Ets-DNA blk | D2 antag | LDHA inh | Glioma ERSR ind | Vif-APOBEC3G blk |
| --- | --- | --- | --- | --- | --- | --- | --- | --- | --- |
| CC1CN(CCc2ccccc2)CC(C)O1 (stereo not drawn) | -5% | 29% | -8% | -0.7 | nt | -7 | -4 | -2% | 0% |
| COc1cc(C2c3cc4c(c(O)c3CC3COC(=O)C32)OCO4)cc(OC)c1O (stereo not drawn) | ? | 13% | nt | nt | nt | nt | 11 | -6% | -53% |

Sorted by molecular weight (falling): some entries from above.
SMILES	ALOX12 inh	RGS4 inh	Vif-A3F inh	D2 agonist	ERG Ets-DNA blk	D2 antag	LDHA inh	Glioma ERSR ind	Vif-APOBEC3G blk
O=C1c2ccccc2C(=O)N1Cc1nc2ccccc2c(=O)n1-c1cccnc1	3%	-4%	-4%	-0.9	3%	3	-4	-4%	0%
O=c1[nH]c(=O)n(Cc2ccco2)c(O)c1C=NCc1ccc2c(c1)OCO2	?	-17%	-2%	-0.8	11%	-14	2	-2%	0%
CCCC(=O)Nc1ccc(N2CCN(CC)CC2)c(Cl)c1	-22%	8%[11.4 µM]	-12%	0.9	-2%	14	-3	0%	-1%
CCCN1CCC(NC2CCC(O)CC2)CC1 (stereo not drawn)	38%[activator]	-4%	0%	nt	12%	nt	-3	-5%	1%

(continued)
SMILES	ALOX12 inh	RGS4 inh	Vif-A3F inh	D2 agonist	ERG Ets-DNA blk	D2 antag	LDHA inh	Glioma ERSR ind	Vif-APOBEC3G blk
Cc1cc(C=C2C(=O)NC(=O)NC2=O)c(C)n1-c1ccncc1	-6%	2%	-1%	0.2	4%	-1	-3	10%	-8%
O=C(COc1ccc(Br)cc1)N1CCN(Cc2ccc3c(c2)OCO3)CC1	?	12%	6%	0.3	14%	-26	-14	-3%	0%
COc1ccccc1CNCCc1cccc(Cl)c1	-22%	nt	1%	nt	nt	nt	?	-5%	0%
NC1C=CC=C(C(=O)O)C1 (stereo not drawn)	38%&2%&5%[activator]	?	-2%	nt	-2%	nt	-1	0%&-1%&-2%	-5%
Cc1ccc(-n2c(O)c(C=NCCC3=CCCCC3)c(=O)[nH]c2=O)cc1	-12%	-29%	-3%	-0.3	0%	-5	-2	-3%	-2%
COc1ccc(NC(=O)c2cn(CCC#N)nc2-c2ccccc2)cc1	0%	1%	-1%	nt	-1%	nt	-8	-3%	-1%
CCC(C(=O)N1CCC2(CC1)OCCO2)n1c2ccccc2c2nc(=O)cc(C)n21 (stereo not drawn)	20%	0%[11.4 µM]	-11%	-0.4	16%	-10	-2	-3%	1%
CCCNS(=O)(=O)c1ccc(OCC(=O)N2CCN(C)CC2)cc1	11%	-10%	0%	0.6	nt	-28	-6	-3%	0%
COC(=O)C1=C(c2cccc(OCc3ccccc3)c2)C[C@@H]2CC[C@H]1N2C(=O)NCCCc1ccccc1	-7%	1%	1%	-0.6	3%	-6	-9	-6%	4%
Cc1ccc(OCC(=O)N2CCN(C)CC2)c(Br)c1	0%	-24%[11.4 µM]	-4%	-0.2	-2%	1	-6	7%	-3%
COc1cccc(C(=O)C2CCCN(Cc3cccc4c3OCO4)C2)c1 (stereo not drawn)	-3%	-9%	0%	-1.7	-5%	5	5	-5%	2%
c1ccc2c(CCNCc3ccc4c(c3)OCO4)c[nH]c2c1	-16%	10%	5%	-0.7	4%	-5	-4	-2%	0%
CC1C(C)N1CC(O)Cn1ccnc1[N+](=O)[O-] (stereo not drawn)	13%	3%	-8%	0.6	6%	-18	-3	0%	3%
COc1nc2ccccc2nc1N1CCN(C)CC1	0%	23%	-21%	-0.5	-3%	-3	-2	-3%	-4%
O=C1/C(=C/c2ccncc2)N2CCC1CC2	-20%	-28%	-10%	0.9	3%	-1	3	-2%	2%
CCOP1(=S)Oc2cc3c(cc2C(C(=O)OC)(C(F)(F)F)O1)OCO3 (stereo not drawn)	?	?	-1%	0.0	-12%	20	20	-6%	2%
COc1ccc(C(c2nnnn2-c2c(C)cccc2C)N2CCC(n3c(=O)[nH]c4ccccc43)CC2)cc1 (stereo not drawn)	-19%	nt	nt	nt	nt	nt	-12	-2%	-4%
COC(=O)C1=C(c2ccc(OC)c(OC)c2)C[C@@H]2CC[C@H]1N2C(=O)N1CCOCC1	8%	2%	6%	-0.3	2%	-2	0	0%	0%
O=C(c1ccc(CNS(=O)(=O)c2ccc(Br)cc2)cc1)N1CCC2(CC1)OCCO2	-17%	-26%	-3%	-0.7	-4%	-4	0	-1%	2%
C=C1C(C)C2C(Cc3ccccc3)NC(=O)C23OC(=O)/C=C/C(O)CCCC(C)C/C=C/C3C1O (stereo not drawn)	0%	-30%	-7%	nt	2%	nt	-5	0%	-21%
CC[C@H]1CN2CC[C@@]3(C(=O)Nc4ccccc43)[C@@H]2C[C@@H]1/C(=C\OC)C(=O)OC	nt	-3%	-2%	nt	1%	nt	5	-2%	-2%
COc1ccc(N=C2SCCCN2C)cc1	?	-36%	-2%	-0.1	-7%	-5	-20	-3%	2%
Cc1cccc(N=Cc2c(O)n(C)c(=O)n(C)c2=O)c1	-28%	16%	0%	-1.8	21%	0	-10	-3%	2%
CC(=O)Nc1ccccc1C(=O)OCC(=O)Nc1ncccn1	?	14%	-27%	-0.9	7%	15	-8	-3%	0%
